Bioassay records deposited in PubChem by The Scripps Research Institute Molecular Screening Center.
KLK7 zymogen act: activates the human kallikrein-7 zymogen; purified proKLK7, EDANS-DABCYL substrate fluorescence; 100% is mature enzyme control, 0% vehicle; AID 652039; P49862; 0.9% of 370,000 active; activation, % at 7 µM;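 active = activation above the mean of all tested compounds plus 3 SD, computed per campaign excluding outliers beyond control limits, cut at about 13% in these data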
LEDGF integ inh: blocks HIV-1 LEDGF/p75-dependent DNA integration; TR-FRET IN-LEDGF/p75 DNA integration, Eu/Cy5; 0.64% of 370,000 active; inhibition, % at 3.7 µM;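 active = inhibition above the screen-wide mean plus 3 SD, cut at about 13% in these data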;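 note: signal is the Cy5 over europium emission ratio at 671 and 618 nm; 0% = plate median of compound wells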
TDP2 inh: TDP2 (human) inhibition, absorbance primary screen; O95551; recombinant TDP2, T5PNP hydrolysis, p-nitrophenol absorbance 415 nm; inhibition, % at 12.8 µM; 0.34% of 370,000 active;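 active = inhibition above the mean of all tested compounds plus 3 SD, set per campaign, cut at about 25% in these data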;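 note: 0% = DMSO with enzyme and 100% = buffer with substrate but no TDP2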
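System: recombinant human TDP2 / Amount: 120 nM TDP2 per well / Also added: 5 mM T5PNP chromogenic substrate / Doses: 12.8 µM single point, 1% DMSO / Incubation: 2 h at 37 °C / Detection: p-Nitrophenol epi absorbance / Evaluation: % inhibition relative to enzyme-containing and enzyme-free wells / Repeats: singlicate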
Tn7 DDE FP: DD(E)-Tn7 binding inhibition, primary FP screen | P02675 | FP displacement of FITC-Tn7 peptide from fibrin DD(E); 0% = median of compound wells per plate | inhibition, % at 8.3 µM | 0.13% of 370,000 active | AID 720508;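 active = inhibition above the mean of compounds falling within the control limits plus 3 SD of them, cut at about 14% in these data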;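 note: 0% = plate median of compound wells and 100% = 10 µM Aha-Tn7 peptide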
Target sequence (P02675 whole entry, looked up): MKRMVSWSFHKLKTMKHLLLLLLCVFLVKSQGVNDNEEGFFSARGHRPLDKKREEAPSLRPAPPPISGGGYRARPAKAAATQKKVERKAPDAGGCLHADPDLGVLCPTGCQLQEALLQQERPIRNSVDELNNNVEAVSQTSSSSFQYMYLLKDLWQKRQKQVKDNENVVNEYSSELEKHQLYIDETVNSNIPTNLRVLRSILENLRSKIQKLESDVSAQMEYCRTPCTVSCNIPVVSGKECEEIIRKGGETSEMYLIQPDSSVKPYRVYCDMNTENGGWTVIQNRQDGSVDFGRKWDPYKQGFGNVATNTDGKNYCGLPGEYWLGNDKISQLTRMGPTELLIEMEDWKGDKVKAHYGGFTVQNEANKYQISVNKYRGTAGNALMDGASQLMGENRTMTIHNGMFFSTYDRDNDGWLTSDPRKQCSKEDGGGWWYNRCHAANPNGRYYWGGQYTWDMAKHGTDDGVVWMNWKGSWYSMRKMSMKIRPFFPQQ
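System: human fibrin DD(E); quantity: Fibrin-DD(E) at 2 µM final; also added: fluorescent Tn7 probe at 0.1 µM; compound dosing: single nominal test concentration of 8.3 µM per compound; schedule: 10 min preincubation, 3 h with tracer, room temperature; detection: fluorescence polarization of the labelled Tn7 tracer; repeats: one replicate per compound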
ASAP1 inh: inhibitors of human ASAP1 ArfGAP activity. Q9ULH1. inhibition, % at 16.5 µM. 0.19% of 360,000 active. ASAP1-stimulated ARF1 GTP hydrolysis, GDP FP detection. AID 624377; in the data active = inhibition above about 25%;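 note: 0% = vehicle with enzyme and substrate and 100% = no enzyme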
ADAM17 inh: ADAM17 inhibition, QFRET primary screen. P78536. recombinant ADAM17, EDANS/DABCYL FRET peptide cleavage. inhibition, % at 6.95 µM. 0.83% of 370,000 active. AID 720648;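 active = inhibition above the mean of compounds lying between control limits plus 3 SD, set per campaign, cut at about 8.5% in these data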;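 note: 0% = DMSO-only wells as the low control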
PLCg1 inh: PLC-gamma1 (human) inhibition, primary screen. P19174. purified PLC-gamma1, fluorogenic substrate, fluorescence. inhibition, % at 12.2 µM. 0.84% of 370,000 active; in the data active = inhibition above about 9.5%
ARFGAP1 inhibitor: inhibitors of rat ARFGAP1 | Q62848 | Arfgap1-stimulated ARF1 GTP hydrolysis, GDP FP detection | inhibition, % at 16.5 µM | 0.26% of 360,000 active | AID 651572;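 active = inhibition above a per-plate limit, mean inhibition of low control wells plus 3 SD, cut at about 25% in these data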;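 note: 0% = DMSO wells with enzyme and 100% = wells lacking Arfgap1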
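System: truncated rat Arfgap1 GAP domain / Medium: HEPES-based buffer, pH 7.5 / Also added: N-terminally truncated human ARF1-GTP substrate / Incubation: enzyme reaction 120 min at 25 °C after 20 min preincubation / Measured by: FP of antibody-bound GDP Alexa 633 tracer, ex 620/em 688 nm / Replicates: singlicate, each compound tested once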
DDE Tn6 FP inh: inhibitors of Tn6 peptide binding to human fibrin DD(E); P02675; Fibrin DD(E) TRITC-Tn6 fluorescence polarization displacement; inhibition, % at 8.3 µM; 0.21% of 370,000 active; AID 720509;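 active = inhibition above a per-campaign cutoff: mean of compounds within control limits plus 3 SD, cut at about 15% in these data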;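 note: 0% = median of all compound wells on the plate and 100% = blocking peptide control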
ADAM10 inh: inhibits human ADAM10 | O14672 | 0.62% of 370,000 active | inhibition, % at 7 µM | AID 720582 | recombinant ADAM10, EDANS/DABCYL FRET peptide cleavage, 3 h;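 active = inhibition above a per-campaign cutoff equal to the mean of compounds falling between control-based bounds plus 3 SD, cut at about 20% in these data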;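 note: 0% = DMSO wells while the 100% control is not disclosed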
Target sequence (O14672 214-748 limits assumed): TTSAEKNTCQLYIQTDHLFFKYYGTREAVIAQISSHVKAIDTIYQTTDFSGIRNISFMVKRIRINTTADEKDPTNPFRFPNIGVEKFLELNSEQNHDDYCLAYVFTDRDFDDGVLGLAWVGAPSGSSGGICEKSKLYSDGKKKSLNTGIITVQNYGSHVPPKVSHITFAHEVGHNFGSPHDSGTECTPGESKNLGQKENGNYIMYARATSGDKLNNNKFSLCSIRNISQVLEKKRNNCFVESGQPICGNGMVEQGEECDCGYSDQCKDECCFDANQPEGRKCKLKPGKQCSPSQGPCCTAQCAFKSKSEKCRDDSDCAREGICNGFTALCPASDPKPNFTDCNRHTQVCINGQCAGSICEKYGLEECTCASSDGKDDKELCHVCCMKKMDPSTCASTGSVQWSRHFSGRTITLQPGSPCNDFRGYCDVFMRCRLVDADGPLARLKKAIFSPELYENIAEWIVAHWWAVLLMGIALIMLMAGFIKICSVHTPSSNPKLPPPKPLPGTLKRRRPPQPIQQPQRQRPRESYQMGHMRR
* hit, by the source's call; i = inactive; . = not tested or not shown; & = joins results of further samples.

SMILES	KLK7 zymogen act	LEDGF integ inh	TDP2 inh	Tn7 DDE FP	ASAP1 inh	ADAM17 inh	PLCg1 inh	ARFGAP1 inhibitor	DDE Tn6 FP inh	ADAM10 inh
O=C(Cn1ccc([N+](=O)[O-])n1)NCCc1c[nH]c2ccccc12	-0.1	-1	4	0	-3	-6	0	-2	-5	-3
Cc1ccc2[nH]c(C(=O)O)c(NC(=O)[C@@H]3C[C@@H]3c3ccccc3)c2c1	-0.6	1	4	-3	12	-3	1	-3	-8	7
CSc1sc(C(=O)NC(=O)NCc2cccnc2)c(C)c1-c1ccon1	0.2	1	11	-7	2	-6	-5	4	-3	-13
O=C(c1cc2cc(Cl)ccc2[nH]1)N1CCc2ccccc2C1	0.4	-1	12	-6	5	-6	-2	1	-5	-6
Cc1oc(-c2cccs2)nc1CS(=O)CC(=O)NCCCN1CC(C)CC(C)C1 (centres undefined)	0.0	1	-11	-4	1	2	2	1	3	-7
CCN(Cc1nc2cc(Cl)ccc2c(=O)[nH]1)C(=O)CN1C(=O)NC2(CCCCC2C)C1=O (centres undefined)	0.0	6	0	-3	-1	1	-7	2	-1	-3
O=C(c1nn(Cc2ccccc2)c(=O)c2ccccc12)N1CCN(c2ccccn2)CC1	0.4	1	3	4	-2	0	3	-3	2	3
CC(=O)NC(CC(=O)Nc1cc(Cl)ccc1-n1cncn1)c1ccccc1 (centres undefined)	0.1	2	-1	-3	9	-5	4	-9	0	-4
Cc1ccc(NC(=O)c2cc(N3C(=O)C4CC=CCC4C3=O)ccc2N2CCCCC2)cc1 (centres undefined)	0.4	0	-4	-5	4	0	4	8	2	2
O=[N+]([O-])c1cc(S(=O)(=O)Nc2cccc(C(F)(F)F)c2)ccc1-n1nnc2ccccc21	0.4	0	5	4	-1	6	1	17	-5	23*
Cc1cccc(C)c1NC(=O)C(Cl)=C(Cl)Cl	0.8	2	-13	-4	2	-2	5	-6	3	11
Cc1nc(C(=O)Nc2ccccc2)sc1C(=O)Nc1ccccc1	0.6	9	-13	-1	-5	2	1	9	3	11
CN(CC(=O)Nc1ccc(F)cc1)C(=O)CSc1ncccn1	0.0	-2	-3	-1	2	-3	-1	10	-7	-13
O=C1NN(c2ccc(Br)cc2)C(=O)/C1=C\c1ccc(O)cc1O	157*	0	2	-2	4	-162	-71	-1	1	-367
COC(=O)c1sccc1NC(=S)N1CCCCC1	-0.3	3	-5	2	-4	-4	-1	-7	2	4
Cc1cc(C(=O)Nc2cccc3cccnc23)ccc1[N+](=O)[O-]	-0.5	-1	15	1	2	1	0	5	-3	3
CC(C(=O)Nc1nc2ccccc2s1)n1cc([N+](=O)[O-])cn1 (centres undefined)	-0.4	1	9	6	-16	-2	1	15	-4	-3
CCc1nc2c(OCCOc3ccc(F)cc3)cccn2c1N(C)C(=O)c1ccc(OC)cc1	-0.3	-6	-7	-4	-5	-2	2	-2	5	-20
CCCS(=O)(=O)NC(=O)C1(C)CCCN(C(=O)c2ccco2)C1 (centres undefined)	0.2	6	3	-6	2	2	2	-1	4	-6
CCOc1ccc(NS(=O)(=O)c2ccc(C(=O)NCc3ccncc3)cc2)cc1	-0.5	-1	13	3	-5	0	1	4	-5	-7
COc1cc(NC(=O)CN(C)S(=O)(=O)c2ccc3nc(C)sc3c2)cc(OC)c1	0.0	1	-7	2	2	-2	-2	-8	1	-15
Cc1ccc(NC(=O)c2ccc(Cl)c(S(=O)(=O)NCc3ccco3)c2)c(O)c1	-0.3	10	-9	-3	-8	7	-1	-7	-2	4
CCCCC(C(=O)NC(C)c1ccccc1)C(=O)NC(C)c1ccccc1 (centres undefined)	0.4	-4	-8	4	3	-2	0	18	2	-4
Cc1occc1C(=O)N/N=C/C1=C(N2CCOCC2)C(=C\c2ccc(Cl)cc2)/CC1	-0.2	6	6	-4	-6	2	-13	-9	-10	0
CN(Cc1ccccc1)C(=O)C1(C)CCN1C(=O)Cc1ccc(Cl)cc1Cl (centres undefined)	0.2	-2	6	1	6	-3	-1	4	2	-7
Cc1cc2oc3cc(NCCC4CCCN4C)ccc3c(=O)c2cc1C (centres undefined)	62*	-1	4	-3	28*	i	i	31*	-9	i
COCCCN1C(=O)/C(=C\c2ccc3c(c2)OCO3)C(C(=O)OC)=C1C	0.5	-1	7	-8	6	-2	-5	-8	6	-9
O=C1c2ccccc2NC(c2ccc(-c3cccc(Cl)c3)o2)N1O (centres undefined)	-2.2	2	-1	-3	-3	-12	-41	10	1	-21
Cc1ccsc1C(=O)N1CC=C(c2ccccc2)CC1	0.0	1	-13	9	-7	5	-1	17	-2	-7
CCN1CCN(CC(=O)Nc2cccc(C)c2C)C(=O)C1=O	-0.7	-3	5	2	-2	-2	-1	0	4	-9
COc1cc(NC(=O)c2csc(N)n2)cc(C(=O)Nc2cccc(C(F)(F)F)c2)c1	-0.1&-0.6	2&-3	-5&-3	2&4	21&-11	6&1	-1&0	1&15	0&1	-2&10
CCC(C(=O)OCC(=O)N(C)c1c(N)n(Cc2ccccc2)c(=O)[nH]c1=O)c1ccccc1 (centres undefined)	0.0	-1	-7	-4	8	5	3	4	4	-5
CN(C)c1cccc(CNC(=O)c2ccc3sc([C@H]4C[C@H](O)[C@@H](CO)O4)nc3c2)c1	-0.2	2	1	0	0	-3	-1	-4	4	-10
Nn1c(SCC(=O)Nc2c(F)cc(F)cc2Br)nnc1C1CCCCC1	0.3	-3	-1	3	-1	1	-1	-4	-6	1
CC(NC(=O)c1ccccc1Cl)C(=O)O (centres undefined)	0.2	2	1	2	-2	0	-1	1	5	-1
COc1cc(S(=O)(=O)NCc2ccc3c(c2)OCO3)c(OC)cc1C	0.3	4	-11	3	-7	0	-1	5	1	3
CCc1ccccc1NC(=O)CN1CCN(C(=O)CNC(=O)c2ccc(-c3ccccc3)cc2)CC1	-0.1	-1	3	0	-1	-4	2	0	-2	0
O=C1CCCC(O)=C1C=NCc1ccccc1	0.2	-6	-5	7	-15	-7	-4	-4	-2	-12
CCCc1nnc(SCC(=O)Nc2cc(C)on2)n1CCOC	0.5	0	3	5	-3	-2	-1	6	-7	-2
CCC(=O)Nc1ccc(NC(=S)NC(=O)c2cc3ccccc3o2)cc1	-0.4	5	-6	0	-9	-1	3	3	6	0
Cc1ccc2c(cnn2C(=O)CCCC(=O)NC(C)c2ccccc2)c1 (centres undefined)	-0.4	-1	7	4	-1	0	-1	-6	-4	5
COC1=CC(=O)C[C@@H](C)[C@]12Oc1c(Cl)c(OC)cc(OC)c1C2=O	2.5	-8	-1	0	10	-75	-53	4	-12	-227
CCOc1ccccc1C1NC(=O)NC(C)=C1C(=O)OC1CCCC1C (centres undefined)	0.3	0	2	-1	-9	-2	-1	-6	0	-2
Cc1nn(C(C)C(=O)NNC(=S)Nc2ccc(F)cc2)c(C)c1[N+](=O)[O-] (centres undefined)	-0.2	2	-3	-7	-13	-1	3	2	3	5
CCCn1nnnc1SCC(=O)N1CCCC1	0.2	1	4	-2	6	-1	0	-9	7	-4
CN(Cc1ccccc1)S(=O)(=O)c1ccc(Cl)c(C(=O)OCC(=O)NC2CCS(=O)(=O)C2)c1 (centres undefined)	0.2	2	10	1	-6	-3	-1	1	-3	-7
Cc1nnc2c(Oc3ccccc3)nc3ccccc3n12	-0.3	1	-1	-3	8	-8	-2	9	1	0
O=C(CSc1ccc(-c2cccnc2)nn1)Nc1ccccc1	0.0	0	5	6	6	-1	-1	0	1	-4
Fc1cccc(Cc2c(-c3cccc(Br)c3)nc3c(Cl)cc(C(F)(F)F)cn23)c1	0.4	4	-3	-5	-3	0	-1	9	-13	3
COc1ccc(CN(CCN2CCOCC2)C(=O)c2cc(F)ccc2C)cc1OC	-0.1	0	7	8	.	0	0	.	4	-7

Molecules listed so far that have bromine, in the order listed:
SMILES	KLK7 zymogen act	LEDGF integ inh	TDP2 inh	Tn7 DDE FP	ASAP1 inh	ADAM17 inh	PLCg1 inh	ARFGAP1 inhibitor	DDE Tn6 FP inh	ADAM10 inh
O=C1NN(c2ccc(Br)cc2)C(=O)/C1=C\c1ccc(O)cc1O	157*	0	2	-2	4	-162	-71	-1	1	-367
Nn1c(SCC(=O)Nc2c(F)cc(F)cc2Br)nnc1C1CCCCC1	0.3	-3	-1	3	-1	1	-1	-4	-6	1
Fc1cccc(Cc2c(-c3cccc(Br)c3)nc3c(Cl)cc(C(F)(F)F)cn23)c1	0.4	4	-3	-5	-3	0	-1	9	-13	3

(next part)
SMILES	KLK7 zymogen act	LEDGF integ inh	TDP2 inh	Tn7 DDE FP	ASAP1 inh	ADAM17 inh	PLCg1 inh	ARFGAP1 inhibitor	DDE Tn6 FP inh	ADAM10 inh
Cc1cc(C)cc(N=C2NC(=O)/C(=C/c3cccs3)S2)c1	-0.6	4	-8	-1	-3	0	-2	-13	-6	10
Cc1ccc2cc(CN(CCN3CCOCC3)C(=O)NCc3ccccc3)c(=O)[nH]c2c1C	0.5	-3	-8	0	11	-14	-4	5	1	-43
C[C@]12C=CC(=O)C=C1CC[C@@H]1C2[C@@H](O)C[C@@]2(C)C1CC[C@]2(O)C(=O)COC(=O)CCC(=O)O (some centres undefined)	-0.3	1	-7	6	-16	-4	0	9	-3	-1
COc1ccccc1C1=Nn2c(nnc2C2CCCCC2)SC1	0.1	3	12	9	-3	-2	0	0	6	3
COc1ccc(C(=O)C=Cc2ccc(OCc3ccccc3)c(OC)c2)cc1OC	-7.9	-2	-7	0	11	-11	-88	6	-7	-12
CCOC(=O)CNc1nc(Cl)nc(N2CCCCC2)n1	0.1	-1	6	1	0	0	-1	-6	-1	-1
CC(O)CNc1nc2c(c(=O)n(Cc3ccc(Cl)c(Cl)c3)c(=O)n2C)n1C (centres undefined)	0.3	1	-3	0	1	-1	3	-4	1	11
COc1ccc(NC(=O)CSc2nnc(-c3cccs3)n2C)cc1OC	-0.4	-1	-1	-4	-1	0	0	-8	-3	-1
N#C/C(=C\Nc1ccc2c(c1)OCCO2)C(=O)NCc1ccco1	-0.2	2	13	2	7	0	-2	-11	-8	0
Cc1ccc(NC(=O)N2CCCC2C(=O)Nc2c(C)cc(C)cc2C)cc1 (centres undefined)	0.2	2	4	-2	11	0	1	2	-2	1
C=CCNC(=S)N1CCC2CC1c1c(Cl)cccc12 (centres undefined)	-0.3	-3	11	5	-11	0	3	2	6	-1
N/C(=N\O)c1ccc(Cl)cc1Cl	0.2	1	-20	-6	0	1	1	-5	4	-2
